PglD DTNB: blocks C. jejuni PglD acetyltransferase activity; purified PglD enzyme, DTNB colorimetric CoA detection; inhibition, % at 12.5 µM; 360,000 tested, 0.098% active; in the data active means inhibition above about 16%, passing the limit was not always enough; further: strong numbers were not always called active
GSIS activator: GLuc luminescence reporter in INS-1E cells, primary screen for activators of glucose-dependent secretion of insulin; INS-1E GLuc reporter insulin secretion, 2-3 h; activation, % at 16.6 µM; 370,000 tested, 0.61% active; AID 743287;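 active means lowest replicate activation of at least 40%, so every replicate reaches that level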;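 further: 0% = median of neutral control wells and 100% = median of IBMX positive control wells; some compounds called inactive have numbers as strong as hits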
FN deposit inh: fibronectin deposition inhibition; AH1F fibroblasts, Alexa488-fibronectin deposition fluorescence, overnight; inhibition, % at 12.6 µM; 350,000 tested, 0.086% active; AID 743247;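 active means mean inhibition across replicates of 30% or more, regardless of how many single replicates reach that level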;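 further: positive control wells lacked labelled fibronectin entirely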
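test system = AH1F fibroblasts assembling fluorescent fibronectin matrix | quantity = 10000 AH1F cells per well | buffer or medium = DMEM plus 2% serum, read in PBS | doses = single dose, pinned | incubation = 1 h cell attachment, overnight exposure to compound and label | detection = fluorescence at 485 nm excitation, 525 nm emission | read-out basis = inhibition from reduced deposited-fibronectin fluorescence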
miR-122 sensor: inhibitors of miR-122 in Huh7 cells; 340,000 tested, 0.3% active; Huh7 miR-122 Renilla luciferase sensor, 48 h; neutral wells = 0, positive control = 100; AID 602342; activation (reporter increase), % at 12.5 µM;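 active means mean replicate activation score at least 90 and every replicate individually at or above 90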;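 further: higher luciferase means less miR-122 activity so hits act as miR-122 inhibitors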
Cneo AK release: causes C. neoformans cell lysis. adenylate kinase release luminescence, 4 h; normalised: neutral wells 0, clomiphene wells 100. lysis activity, % at 15 µM. 360,000 tested, 0.2% active. AID 651654;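 active means mean lysis activity across replicates of at least 80%, whatever share of replicates individually reach that level; inactive means mean lysis activity below 80%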
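Schedule: static 4 h at 37 °C with compound, 1 h detection; system: C. neoformans cells; benchmarks: Clomiphene as positive control; buffer or medium: fresh YPD medium; measure: luminescence rise reflecting yeast cell lysis; measured by: luminescent adenylate kinase detection reagent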
Statin myotox sup: suppressors of simvastatin-induced myotoxicity in C2C12 myotubes; ATP luminescence, 48 h; scaled: DMSO 0, geranylgeraniol control 100; rescue of ATP level, % at 7.49 µM; 330,000 tested, 0.78% active;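 active means mean ATP rescue above about 67%, or every replicate alone reaching that limit, limit read from the data, passing the limit was not always enough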;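 further: myotubes were challenged with 10 µM simvastatin during compound exposure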
F508del corr: CFTR F508del correction in bronchial cells. activity (quench increase), % at 7.58 µM. CFBE cells, YFP halide quenching; stimulated with forskolin plus potentiator P3; % fluorescence drop versus neutral controls. 350,000 tested, 0.36% active;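 active means mean added fluorescence quench of at least 8% versus neutral control, with both replicates also reaching 8%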;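 further: cells transiently co-express mutant CFTR-F508del with the halide-sensitive YFP; corrector assay measuring rescue of mutant channel to the surface after 24 h compound exposure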
PGC1a acetyl inh: PGC1a acetylation modulation, inhibitor mode | U2OS PGC1a acetylation, AlphaScreen anti-acetyl-lysine; with virally co-expressed GCN5 acetyltransferase | inhibition, % at 15.6 µM | 350,000 tested, 0.17% active;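 active means every replicate shows inhibition of at least 40%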;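 further: 0% = neutral control wells and 100% = positive control wells; some results beyond the cut were filed as inactive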
Numbers without * were called inactive; . = no result given; [ ] = dose if it differs, or a comment. Compounds as they come (roughly 2.1% active in at least one column).

SMILES	PglD DTNB	GSIS activator	FN deposit inh	miR-122 sensor	Cneo AK release	Statin myotox sup	F508del corr	PGC1a acetyl inh
CCCOc1ccc(C2C(C(=O)/C=C/c3ccco3)=C(O)C(=O)N2CCN2CCOCC2)cc1OC (stereo unspecified)	.	10	-2	.	.	.	-3.2	-6
CC(C)(C)c1ccc(C(=O)Nc2ccc(O)c3c(=O)cc(-c4cccc(Cl)c4)oc23)cc1	2	5	-4	-2	-1	-34	-1.1	-6
O=C1c2sc3nc4c(c(=O)n3c2C(=O)N1c1ccccc1)CCC4	6	.	.	-1	-5	.	.	-8
COc1ccc(-c2nc(CSCC(=O)NC3CCN(Cc4ccccc4)CC3)c(C)o2)cc1OC	-1	0	4	-3	1	1	0.0	-2
COc1ccc(NC(=O)n2ncc3c(C)cccc32)cc1OC	1	-2	1	-6	-6	4	-5.4	3
CCC(=O)N[C@@H]1C=C[C@@H](CC(=O)NCC2CCCCC2)O[C@@H]1CO	4	22	.	-10[16.7 µM]	3	-7	1.3	4
O=S1(=O)CC(O)C(Nc2ccc(Cl)cc2)C1 (stereo unspecified)	0	-1	.	-4	2	.	.	5
CC(C)C(=O)Nc1ccc(C(=O)c2ccccc2)cc1	3	.	2	4	12	-15	.	-17
Cc1ccc(-n2cc(C(=O)c3ccc(N4CCN(C)CC4)cc3)nn2)cc1Cl	-1	11	-22	6	1	15	2.4	-2
C[C@H](NC(=O)C[C@@H]1C[C@H]2c3cc(NC(=O)Nc4ccc(C(F)(F)F)cc4)ccc3O[C@H]2[C@@H](CO)O1)c1ccccc1	-1	-3	.	-7[16.7 µM]	10	2	-1.0	3
Cc1cc(C)c(NS(=O)(=O)c2c(C)noc2C)c(C)c1	2	3	-13	-7	1	-4	2.4	-3
Cc1ccc(S(=O)(=O)NC(=O)C2(C)CCN2C(=O)c2ccccc2CCc2ccccc2)nc1 (stereo unspecified)	3	-2	12	1	-1	-12	-0.5	7
COc1ccc(S(=O)(=O)N(C)[C@H]2C[C@H]3c4cc(N5CCN(C)CC5)ccc4CCN3C(=O)[C@H]2[C@H](C)O)cc1	4	.	7	2	-2	0	3.8	8
C[C@@H]1CN([C@@H](C)CO)C(=O)Cc2cc(NC(=O)Nc3ccccc3)ccc2O[C@@H]1CN(C)Cc1ccc2c(c1)OCO2	-3	-17	.	-16[16.7 µM]	1	-3	5.0	5
N#Cc1c(Sc2ncc(C(F)(F)F)cc2Cl)nsc1C/C=N\OCc1c(F)cccc1Cl	2	.	.	2	0	17	.	3
CCSC1=C(C#N)C(c2ccccc2C)CC(=O)N1 (stereo unspecified)	10	17	.	.	-1	-4	.	0
CN(C)C(=O)Cn1c(SCC(=O)N2CCCc3ccccc32)nc2ccccc21	.	1	.	-3	2	-2	-0.4	-17
Cc1ccc(S(=O)(=O)N2CCCC2C(=O)NCc2ccccc2Cl)cc1 (stereo unspecified)	6	-12	3	5	0	16	-2.2	22
O=C(c1cn(CC(=O)N2CCCCC2)c2ccccc12)C1CC1	11	.	9	4	-2	1	.	-5
C[C@H]1CN([C@@H](C)CO)C(=O)c2cc(NC(=O)Nc3ccc(C(F)(F)F)cc3)ccc2O[C@@H]1CN(C)C(=O)Nc1ccccc1	0	-4	.	-2[16.7 µM]	5	25	-1.2	-1
CNC(=S)NNC(=O)c1ccccc1Br	-5	-6	-3	-1	-11	.	2.2	6
Cc1noc(C)c1S(=O)(=O)Nc1ccc2c(c1)C(=O)N([C@H](C)CO)C[C@H](C)[C@@H](CN(C)Cc1ccccc1)OCCCC[C@@H](C)O2	1	15	3	-2[16.7 µM]	5	.	2.7	0
Oc1cc(-c2ccc(N3CCCCC3)nc2)cc2cccnc12	5	.	.	-8	-1	-13	.	11
CC(C)CCCNc1nc(N2CCOCC2)nc(N2CCOCC2)n1	4	-19	7	5	-1	-18	1.4	-8
C[C@H](CO)N1C[C@H](C)[C@@H](CN(C)C)OCCCC[C@H](C)Oc2ccc(NC(=O)Nc3ccc4c(c3)OCO4)cc2C1=O	2	-11	.	-6[16.7 µM]	0	33	-2.0	2

Sorted by count of non-hydrogen atoms (low to high): part of the list above
SMILES	PglD DTNB	GSIS activator	FN deposit inh	miR-122 sensor	Cneo AK release	Statin myotox sup	F508del corr	PGC1a acetyl inh
CCSC1=C(C#N)C(c2ccccc2C)CC(=O)N1 (stereo unspecified)	10	17	.	.	-1	-4	.	0
Cc1ccc(S(=O)(=O)N2CCCC2C(=O)NCc2ccccc2Cl)cc1 (stereo unspecified)	6	-12	3	5	0	16	-2.2	22
CN(C)C(=O)Cn1c(SCC(=O)N2CCCc3ccccc32)nc2ccccc21	.	1	.	-3	2	-2	-0.4	-17
COc1ccc(-c2nc(CSCC(=O)NC3CCN(Cc4ccccc4)CC3)c(C)o2)cc1OC	-1	0	4	-3	1	1	0.0	-2

(cont.)
SMILES	PglD DTNB	GSIS activator	FN deposit inh	miR-122 sensor	Cneo AK release	Statin myotox sup	F508del corr	PGC1a acetyl inh
COc1ccc(CN(C)C[C@@H]2Oc3c(NC(=O)NC4CCCCC4)cccc3C(=O)N([C@H](C)CO)C[C@@H]2C)cc1	6	3	-6	51[16.7 µM]	0	12	1.8	-4
Clc1ccc(Cn2cnc3ccccc32)cc1	-3	-7	-2	-3	1	-4	0.2	-9
O=C(Nc1cccc(C(F)(F)F)c1)Oc1ccccc1N1CCOCC1	2	-35	2	1	-4	-5	-2.2	.
CNC[C@@H]1Oc2c(NC(=O)Nc3ccc(C(F)(F)F)cc3)cccc2C(=O)N([C@@H](C)CO)C[C@H]1C	4	-13	5	-4[16.7 µM]	1	-51	-3.0	-6
N#CN(CC(N)=O)c1nc(N2CCCCC2)nc(N2CCCCC2)n1	4	.	.	1	1	.	.	2
CN(C)S(=O)(=O)c1ccc(C(=O)NCc2cccs2)cc1	.	9	-2	1	0	-1	.	-13
O=C(COC(=O)c1ccc2ncsc2c1)Nc1cccc(Cl)c1	5	-4	-19	3	-1	2	0.5	-6
Cc1ccc(SCCN2CCC(O)CCC2=O)cc1 (stereo unspecified)	-1	2	-4	-4	-1	-19	-0.3	3
CC[C@H](C)/C=C(C)/C=C/C(=O)Cc1cc(O)c(C)c(O)c1C=O	-5	.	.	11	-3	-12	-1.2	0
C[C@H]1CN([C@@H](C)CO)C(=O)c2cc(NS(=O)(=O)c3ccc(F)cc3)ccc2O[C@H]1CN(C)Cc1ccc(C(=O)Nc2ccccc2N)cc1	3	23	-15	29[16.7 µM]	-1	34	-0.1	6
COCCNC(=S)N/N=C(\C)c1cccc([N+](=O)[O-])c1	.	6	0	-10	.	-33	-3.6	-14
CCCN1C[C@@H](C)[C@H](OC)CN(C)C(=O)c2cc(NC(=O)C3CC3)ccc2OC[C@H]1C	-5	-10	10	.	-7	-3	2.4	-3
Cc1nn(C)cc1CNC(=O)c1cccc(Cl)c1	-4	6	.	-5	0	-22	.	-6
CN(CC(=O)Nc1c(Cl)cccc1Cl)C(=O)C1=COCCO1	0	12	-4	.	0	11	4.8	.
CCCNC(=O)C[C@H]1C[C@@H]2c3cc(NC(=O)C4CCC4)ccc3O[C@@H]2[C@@H](CO)O1	0	3	3	-8[16.7 µM]	-5	-4	0.7	-1
CSc1ccc(CN2CCC2(C)C(=O)NC2CCc3ccccc32)cc1 (stereo unspecified)	5	.	-3	3	-1	10	2.5	-19
O=C(N/N=C/c1ccco1)c1cc(-c2cccc(Br)c2)nc2ccccc12	8	-24	19	9	0	.	.	.
COc1ccc(CCNC(=O)Nc2ccc3c(c2)c(=O)n(C)n3Cc2ccc(F)cc2)cc1OC	3	15	-7	-6	0	-10	-0.3	2
O=C1CN=C(Nc2ccc(Cl)cc2)N1c1ccccc1	-2	23	.	-2	1	5	.	11
O=C(NCCc1ccc(Cl)cc1Cl)c1cccnc1	1	8	2	-2	-2	-1	1.9	-8
COc1ccc2c(c1)c(=O)oc1c(C)c(OCc3cc(C(=O)O)oc3C)ccc12	-9	4	-2	2	-13	4	-1.4	-1
CCS(=O)(=O)N1CC2(C1)[C@H](c1ccccc1)[C@@H](CO)N2C(=O)c1ccccc1	.	8	0	.	.	.	1.8	4
O=C(/C=C/c1cccc([N+](=O)[O-])c1)NCCN1C(=O)S/C(=C\c2ccc(F)cc2)C1=O	-5	3	2	0	-3	.	-1.0	1
C[C@@H]1CN([C@@H](C)CO)S(=O)(=O)c2ccc(C#CC(C)(C)O)cc2O[C@H]1CN(C)C(=O)CC1CC1	2	4	14	-4[16.7 µM]	0	-1	2.2	-12
CCC(=O)Nc1ccc2c(c1)OC[C@@H](C)N(CC1CCOCC1)C[C@@H](C)[C@H](OC)CN(C)C2=O	-3	6	-2	-3[16.7 µM]	-4	15	-0.3	0

Carrying on.
SMILES	PglD DTNB	GSIS activator	FN deposit inh	miR-122 sensor	Cneo AK release	Statin myotox sup	F508del corr	PGC1a acetyl inh
CCOC(=O)C1(Cc2ccccc2)CCN(Cc2ccc3c(c2)OCCO3)CC1	.	-4	-3	-1	.	-5	1.1	6
CCCNC(=O)N(C)C[C@@H]1Oc2cc(-c3cncnc3)ccc2S(=O)(=O)N([C@H](C)CO)C[C@@H]1C	5	4	-22	0[16.7 µM]	0	-11	2.5	0
CCOC(=O)c1cccc(NC(=O)CN(c2ccc(C)cc2)S(=O)(=O)c2c(C)noc2C)c1	1	.	-4	0	-6	.	.	-21
Cc1cccc(N2C(=O)CC(SC(=Nc3ccccc3)Nc3ccccc3)C2=O)c1 (stereo unspecified)	1	.	.	10	-3	-4	.	-6
COCCCNC(=O)c1oc2ccc(S(=O)(=O)N(C)C3CCCCC3)cc2c1C	2	.	3	3	-1	.	.	.
O=C(Nc1cccc(C(F)(F)F)c1)c1cnc2n(c1=O)CCS2	-3	2	-5	-5	-2	-4	-1.5	-6
CC(=O)/C(N=Nc1cc(C)ccc1O)=C(\C)O	.	12	-1	.	.	.	1.6	11
COc1ccc2cc(C(=O)NCCCN3CCCC3=O)[nH]c2c1	-7	5	5	5	-2	1	1.0	-6
COCC#Cc1ccc2c(c1)O[C@@H](CN(C)S(=O)(=O)c1ccc(OC)cc1)[C@@H](C)CN([C@H](C)CO)S2(=O)=O	1	-9	.	6[16.7 µM]	-1	-13	-5.3	-11
C[C@@H]1CCCCO[C@@H](CN(C)Cc2ccc(C(F)(F)F)cc2)[C@@H](C)CN([C@H](C)CO)C(=O)c2cc(NC(=O)Nc3ccc(F)cc3)ccc2O1	0	-6	-15	-4[16.7 µM]	44	.	-0.8	11
COc1ccc(C(=O)O/N=C(\N)c2ccccc2)cc1OC	3	12	14	-3	-7	8	0.8	9
O=C(O)CCc1ccc(-c2ccccc2)n1CC(=O)Nc1cccc(C(F)(F)F)c1	0	-29	3	13	-2	8	3.0	20
O=C(O)C1CCN(C(=O)c2ccccc2C(=O)N2CCC(C(=O)O)CC2)CC1	0	1	.	-6	0	-3	-1.6	4
Cc1cnc(C(=O)OCC(=O)Nc2cc(-c3ccccc3)nn2-c2ccccc2)cn1	-5	43	.	.	4	8	-5.5	5
N#C[C@H]1N[C@@H](CO)[C@@H]1c1ccc(C#CC2CCCC2)cc1	1	0	-3	.	1	-18	-0.4	-19
CC(C)(C)CC(=O)Nc1nnc(SCC(=O)NC2CCCCC2)s1	4	7	1	-4	-1	-7	3.1	-11
COc1cc(/C=C2\SC(=S)N(CCC(=O)Nc3ccccc3O)C2=O)cc(OC)c1OC	0	-12	-2	-7	4	2	-1.2	-18
COc1ccc(C2CC(=O)c3c(O)cc(O)cc3O2)cc1O (stereo unspecified)	2	.	.	-4	-1	-3	-0.2	-10

Screening data deposited in PubChem by Broad Institute.
